Epigenetic reg: Quantitative High-Throughput Screen for Regulators of Epigenetic Control | hit rate 0.2% among 280,000 | AID 1865, 2009 | murine LDR cells, GFP reporter derepression, 30 h | Potency, µM (series often up to 53.9 µM), for the others: top-dose GFP activation, hits mostly activators; further: potency means the concentration at half of the fitted maximal effect; % of control where 0% means no effect; nearly all actives have a fitted effect of over 60% in size
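Readout is the number of GFP-expressing murine LDR cells, counted by cytometry following washing. Cells were treated with compound for 30 h at 37 C; the stably integrated CMV-GFP locus is normally silent.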
CBFb-RUNX1 inh: qHTS Assay for Compounds Blocking the Interaction Between CBF-beta and RUNX1 for the Treatment of Acute Myeloid Leukemia; Runt-related transcription factor 1 (Homo sapiens) + Core-binding factor subunit beta …; AlphaScreen CBFb-His/RUNX1-biotin binding, biochemical; Potency, µM (series often up to 59.8 µM), for inactives: at the highest dose activity, negative = inhibition, actives largely listed as inhibitors; 230,000 tested, under 10 active; further: % of control where 0% means no effect
Target sequence (Q01196 whole entry, looked up): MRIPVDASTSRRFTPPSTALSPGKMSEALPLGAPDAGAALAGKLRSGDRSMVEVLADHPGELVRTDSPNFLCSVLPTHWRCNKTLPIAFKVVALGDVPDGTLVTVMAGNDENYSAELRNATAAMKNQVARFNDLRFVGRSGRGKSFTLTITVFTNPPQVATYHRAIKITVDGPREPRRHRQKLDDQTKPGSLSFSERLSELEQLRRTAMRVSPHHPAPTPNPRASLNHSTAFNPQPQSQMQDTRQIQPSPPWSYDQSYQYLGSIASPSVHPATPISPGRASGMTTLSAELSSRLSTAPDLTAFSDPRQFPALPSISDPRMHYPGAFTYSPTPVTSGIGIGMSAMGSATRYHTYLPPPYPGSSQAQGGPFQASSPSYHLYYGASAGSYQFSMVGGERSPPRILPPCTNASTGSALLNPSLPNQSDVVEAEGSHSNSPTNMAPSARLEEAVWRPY
Target sequence (Q13951 whole entry, looked up): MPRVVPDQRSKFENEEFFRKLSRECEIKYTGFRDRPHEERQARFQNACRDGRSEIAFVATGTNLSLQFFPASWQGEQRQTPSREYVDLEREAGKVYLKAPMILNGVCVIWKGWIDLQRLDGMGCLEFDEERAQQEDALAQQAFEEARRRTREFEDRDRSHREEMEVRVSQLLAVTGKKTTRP
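AlphaScreen binding: CBFb-His and RUNX1-biotin (30 nM each) preincubated 20 min, compound added for 15 min, then nickel and streptavidin beads for 90 min, all at room temperature. Disruption of the interaction by any mechanism counts as activity.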
L3MBTL1 inh: qHTS Assay for the Inhibitors of L3MBTL1; AID 485360, 2010; Lethal(3)malignant brain tumor-like protein 1 (Homo sapiens), Q9Y468; Potency, µM (titrated, usually from 57.1 µM), inactives show top-dose activity, negative = inhibition, usual class: inhibitors; AlphaScreen L3MBTL1–H3K9me1 peptide binding; hit rate 0.66% among 230,000; further: potency means the concentration at half of the fitted maximal effect; on the % scale 0 is the no-effect control and ±100 the full control effect; nearly all actives have a fitted effect of over 60% in size
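First, the protein-peptide complex forms for 30 min at room temperature (L3MBTL1 50 nM, biotinylated H3K9me1 peptide 75 nM). Next, compounds are pin-transferred and incubated 30 min. Finally, AlphaScreen beads are added and read after 30 min.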
HTT aggregate: qHTS Multiplex Assay to Identify Dual Action Probes in a Cell Model of Huntington: Aggregate Formation (GFP). PC12 HttQ103-GFP aggregates, Acumen cytometry, 40 h. Potency, µM (doses to about 46.1 µM), for the others: at the highest dose activity change, negative = inhibition, hits mostly inhibitors. hit rate 1.1% among 220,000; further: potency means the concentration at half of the fitted maximal effect; on the % scale 0 is the no-effect control and ±100 the full control effect; nearly all actives have a fitted effect of over 60% in size
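Huntingtin Q103 exon 1–GFP aggregates in induced PC12 cells (100 nM tebufenozide) were quantified by cytometry from lysates, with compounds dosed in titration.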
NPSR antagonist: qHTS Assay for Antagonists of the Neuropeptide S Receptor: cAMP Signal Transduction; CHO-NPSR cells, cAMP TR-FRET, antagonist mode; Potency, µM (series often up to 38.3 µM), for inactives: at the top dose activity change, negative = inhibition, actives largely listed as inhibitors; hit rate 1% among 220,000; further: potency means the concentration at half of the fitted maximal effect; on the % scale 0 is the no-effect control and ±100 the full control effect; nearly all actives have a fitted effect of over 50% in size; many of its hits are not listed in these tables
Target sequence (Q6W5P4 whole entry, looked up): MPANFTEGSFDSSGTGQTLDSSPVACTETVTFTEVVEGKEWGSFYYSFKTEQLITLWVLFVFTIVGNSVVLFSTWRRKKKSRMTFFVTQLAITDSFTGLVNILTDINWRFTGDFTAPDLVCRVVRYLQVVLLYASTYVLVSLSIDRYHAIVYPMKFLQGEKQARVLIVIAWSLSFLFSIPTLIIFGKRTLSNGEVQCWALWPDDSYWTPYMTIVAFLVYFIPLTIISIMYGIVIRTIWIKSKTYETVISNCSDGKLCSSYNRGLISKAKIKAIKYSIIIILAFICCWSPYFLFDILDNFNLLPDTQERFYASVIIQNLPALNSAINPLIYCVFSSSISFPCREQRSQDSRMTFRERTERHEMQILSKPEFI
IMPase Li inh: qHTS Assay for Identifying the Cell-Membrane Permeable IMPase Inhibitors: Potentiation with Lithium | AID 1457, 2008 | CHO-M1 cells, IP1 TR-FRET (IP-One), carbachol + lithium | Potency, µM (titrated, usually from 59.4 µM), without a hit: top-dose activity, negative = IMPase inhibition, actives largely listed as inhibitors | hit rate 0.35% among 210,000;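 further: IP1 builds up when IMPase is blocked and the TR-FRET signal falls; potency means the concentration at half of the fitted maximal effect; plate controls were basal vehicle for no effect and high inhibitor control for full effect; nearly all actives have a fitted effect of over 50% in size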
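Steps: plate 2000 CHO-M1 cells per well and culture 16–30 h; add compound and lithium; incubate 30 min, 37C; add d2-IP1 tracer and Eu cryptate anti-IP1 antibody in lysis buffer; read after 10 min at room temperature.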
Luc counter: Counterscreen for Luciferase (Kinase-Glo TM) Inhibition. Luciferin 4-monooxygenase (Photuris pensylvanica), Q27757. Kinase-Glo luciferase, ATP luminescence, 8 min. Potency, µM (titrated, usually from 38.3 µM), for inactives: at the top dose activity change, negative = inhibition, hits mostly inhibitors. hit rate 0.28% among 200,000; further: potency means the concentration at half of the fitted maximal effect; on the % scale 0 is the no-effect control and ±100 the full control effect; nearly all actives have a fitted effect of over 60% in size
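Substrate mix (final 50 mM imidazole pH 7.2, 50 mM KCl, 7 mM MgCl2, 10 uM ATP, 0.01% Tween 20, 0.05% BSA) plus pin-tool compound, then Kinase-Glo detection mix; 8 min ambient, luminescence read.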
* = called active by the depositor; ? = inconclusive; . = not tested or not shown; [ ] = remark or other dose. The call rests on the fitted dose curve; in most records, active means well fitted curve in the direction sought with a large enough effect; inconclusive means small, poorly fitted or top-dose-only effect, or another doubt; inactive means no such curve, though single readings can be large; an effect the other way counts as inactive or inconclusive. A portion of the library (hit frequency here may not be typical).

SMILES	Epigenetic reg	CBFb-RUNX1 inh	L3MBTL1 inh	HTT aggregate	NPSR antagonist	IMPase Li inh	Luc counter
Cc1cc(N2CCOCC2)nc(-c2ccc([N+](=O)[O-])cc2)n1	-2.1%	3%	-2%	9%	-10%[46.1 µM]	17%[38.3 µM]	0%
CCC1=C2CC[C@H]3C(=O)N(C)C(=O)[C@H]3[C@H]2[C@@]2(C)C(=NCc3ccccc3)OC(=O)N2C1=O	6.4%	-6%	.	.	.	-2%	-2%
CCN1C(=Nc2ccc(Cl)cc2)SC/C1=C\C(=O)OC	3.2%	-6%	-4%	6%	-12%[46.1 µM]	10%[38.3 µM]	1%
COc1ccc2[nH]c(=O)c(CN(C(=O)c3ccccn3)c3ccccc3)cc2c1	2.5%	-4%	0%	7%	-19%[46.1 µM]	5%[38.3 µM]	1%
CC(NC(=O)c1ccc(Cl)c(Cl)c1)c1ccc(-c2ccccc2)cc1 (stereo unspecified)	-0.1%	13%	.	-4%[9.22 µM]	-15%	.	.
CC1=CC=CC2=NC(=O)CC(C)(C(=O)N(CC(=O)NC(C)C)C3CCCC3)N12 (stereo unspecified)	0.0%	9%	6%	-3%	2%[46.1 µM]	-3%[38.3 µM]	-3%
O=Cc1cccc(Oc2ncccn2)c1	-2.4%	26%	2%	4%	19%	4%	-1%
CN(C)C(=O)CN1CCN(Cc2nc(CC3CC3)no2)CC1	1.1%	10%	-6%	3%[9.22 µM]	3%	.	.
CC(=O)Nc1ccc(NC(=O)CCCSc2nc3ccccc3[nH]2)cc1	-2.8%	18%	.	2%[9.22 µM]	-6%	.	.
CCNC(=O)N(C(=O)NCC)n1c(C)nnc1C	-1.1%	1%	0%	10%	-1%[46.1 µM]	-16%[38.3 µM]	-7%
CCOc1ccc(NC(C)c2cc(Cl)ccc2O)cc1 (stereo unspecified)	0.0%	-16%	?	2%	-4%[46.1 µM]	0%	-2%
COc1cc2cc(CN(Cc3cccs3)C(=S)Nc3cccc(C)c3)c(=O)[nH]c2cc1OC	-3.2%	-1%	1%	-1%	-24%	5%	1%
COc1cc(C(=O)N2CCc3ccccc32)ccc1OCc1c(C)noc1C	0.0%	8%	.	-12%[9.22 µM]	-9%	.	.
CCN(C(=O)COC(=O)c1ccc2[nH]c3c(c2c1)CCCC3)C1CCS(=O)(=O)C1 (stereo unspecified)	-3.1%	-3%	.	2%	-1%	4%	-1%
Cc1ccc(C)c(NC(=S)NCCc2ccc(F)cc2)c1	-0.9%	-15%	-5%	-19%	-16%[46.1 µM]	.	.
COc1cccc(C(=O)NC(=S)Nc2ccc3c4c(cccc24)CC3)c1	0.8%	-7%	-8%	-9%	-13%[46.1 µM]	0%[38.3 µM]	-2%
O=C1[C@@H]2C(c3cccnc3)=NO[C@@H]2C(=O)N1c1ccc(Cl)cc1Cl	1.6%	1%	8%	-12%[9.22 µM]	-12%	.	.
CCOC(=O)C1=C(Cn2cnc3ccccc32)NC(=O)NC1c1ccc(OC)cc1 (stereo unspecified)	-5.1%	-2%	.	-2%[9.22 µM]	-16%[46.1 µM]	1%[38.3 µM]	3%
CC(C)Cc1cc(C(=O)Nc2ccc(F)cc2F)no1	-0.2%	?	12%	-4%	-19%[46.1 µM]	22%[38.3 µM]	-15%
COc1ccc(C2=Nn3c([n+](C)c4ccccc43)SC2)cc1	-0.1%	-16%	-7%	-28%[9.22 µM]	-2%	22%	2%
CCOC(=O)C1=C(C)N(C2CCCCC2)C(=O)C1	1.7%	9%	10%	17%	-11%[46.1 µM]	-5%[38.3 µM]	13%
CC(=O)c1ccc(N2CCN(C(=O)CCCn3c(=S)[nH]c4cc5c(cc4c3=O)OCO5)CC2)cc1	6.5%	-2%	-2%	-3%	-29%[46.1 µM]	-11%[38.3 µM]	5%
COc1ccc(Br)cc1-c1noc(-c2ccccc2)n1	0.0%	5%	6%	-22%	-20%[46.1 µM]	21%[38.3 µM]	-4%
COc1ccc(NC(=O)CC(=O)Nc2ccc(OC)cc2OC)c(OC)c1	0.9%	4%	-1%[11.4 µM]	-17%	4%[46.1 µM]	-9%[38.3 µM]	2%
O=c1sc(N2CCN(c3ccccc3F)CC2)nc2ccsc12	-0.8%	?	?	-2%	?	31%[activator][38.3 µM]	3%

6 compounds from above, ordered by the value under HTT aggregate, lowest first.
compound | HTT aggregate
COc1ccc(NC(=O)CC(=O)Nc2ccc(OC)cc2OC)c(OC)c1 | -17%
CC1=CC=CC2=NC(=O)CC(C)(C(=O)N(CC(=O)NC(C)C)C3CCCC3)N12 (stereo unspecified) | -3%
O=c1sc(N2CCN(c3ccccc3F)CC2)nc2ccsc12 | -2%
CCN(C(=O)COC(=O)c1ccc2[nH]c3c(c2c1)CCCC3)C1CCS(=O)(=O)C1 (stereo unspecified) | 2%
O=Cc1cccc(Oc2ncccn2)c1 | 4%
CCNC(=O)N(C(=O)NCC)n1c(C)nnc1C | 10%

Additional records:
SMILES	Epigenetic reg	CBFb-RUNX1 inh	L3MBTL1 inh	HTT aggregate	NPSR antagonist	IMPase Li inh	Luc counter
Cc1cccc2sc(N(CCCN(C)C)C(=O)c3nc4ccccc4s3)nc12	-1.1%	3%	-5%	-3%	-19%	-3%	0%
C#CCN(Cc1ccco1)C(=O)c1cc(COc2ccc(F)cc2Cl)on1	0.0%	-16%	-22%	-14%[9.22 µM]	-2%	17%	-2%
Cn1c(-c2cc3ccccc3oc2=O)nc2ccccc21	1.1%	6%	18%	-18%[9.22 µM]	-2%[7.67 µM]	.	.
OCCNCc1cc(Br)ccc1OCc1ccc(Cl)cc1Cl	-0.1%	2%	-6%	-17%	-42%	12%	3%
CC(C)NS(=O)(=O)c1ccc(OCC(=O)N(C)Cc2ccccc2)cc1	-2.1%	-1%	.	28%	-8%[46.1 µM]	4%[38.3 µM]	-1%
CCOC(=O)/C(=N\Nc1ccc(C(C)=O)cc1)c1csc(Nc2ccccc2)n1	-1.0%	0%	2%	-3%	-26%	-6%	10%
COC(=O)Nc1ccc(S(=O)(=O)N2CCCCCC2)cc1	2.5%	4%	-7%	-20%	-3%[46.1 µM]	1%	1%
CCOC(=O)N1CCN(C(=O)CS(=O)(=O)c2cn(Cc3ccccc3C)c3ccccc23)CC1	0.0%	-4%	-1%	-2%	-2%	11%	3%
Cc1ccc(CNC(=O)CSc2nc(C)cc(C)c2C#N)cc1	-1.0%	1%	3%	-9%	-14%[46.1 µM]	2%[38.3 µM]	11%
CCOC(=O)C1=C(CN2CCN(c3ccc(F)cc3)CC2)NC(=O)NC1c1cccs1 (stereo unspecified)	0.0%	6%	-8%	-8%	-7%[46.1 µM]	-6%[38.3 µM]	-4%
O=c1c2ccccc2oc2nc(-c3ccco3)n(Cc3ccccc3)c(=O)c12	1.3%	0%	4%	-1%	-8%[46.1 µM]	8%[38.3 µM]	-12%
COc1cc2ccccc2cc1C(=O)Nc1ccc(N2CCN(C)CC2)cc1	1.0%	-6%	.	5%	-8%[46.1 µM]	51%[activator][38.3 µM]	-2%
Cc1nn(CC(=O)c2ccc(Br)s2)c(C)c1[N+](=O)[O-]	-2.9%	1%	.	-6%[9.22 µM]	-21%	.	.
C=CCc1cc(Cl)ccc1OCCNCCCOC	-0.9%	2%	11%	13%	10%	14%	-1%
COc1ccc2nc(SCC(=O)NCC(F)(F)F)[nH]c2c1	3.6%	-4%	10%	-6%	6%	1%	1%
COCCCNC(=O)CC(=O)N/N=C\c1ccc(SC)cc1	7.9%	3%	7%	33%[9.22 µM]	-18%	0%	-4%
Cc1cc(-c2ccccc2)nc(Cl)c1C#N	0.0%	22%	34%[activator]	8%	27%	3%	0%
CCOc1ccc(S(=O)(=O)Nc2ccccn2)c2ccccc12	0.0%	1%	-3%	1%	-6%[46.1 µM]	?	1%
COc1ccc(Cn2c(C)nnc2-c2cnn(C)c2N)cc1OC	0.0%	17%	17%	5%	16%	?	-1%
CC1(C)CC(=O)c2sc(NC(=O)CN3C(=O)CCC3=O)nc2C1	0.0%	7%	2%	?	10%[46.1 µM]	3%[38.3 µM]	-3%
Cn1ccnc1SCC(=O)Nc1cccc2ccccc12	-4.2%	-7%	-1%	27%	3%[46.1 µM]	-5%[38.3 µM]	6%
O=C(Nc1ccc(N2CCN(C(=O)c3ccccc3)CC2)cc1)c1ccc([N+](=O)[O-])o1	-2.5%	?	-20%	-32%[9.22 µM]	?	29%	-10%
O=C(Nc1nccs1)c1ccc(S(=O)(=O)c2ccccc2)cc1	-2.6%	3%	1%	5%	2%[46.1 µM]	1%[38.3 µM]	-9%
O=C(Cc1ccccc1)N[C@@H](Cc1ccccc1)c1nc2ccccc2[nH]1	0.8%	-1%	3%	10%	-16%[46.1 µM]	26%[38.3 µM]	-3%
CSc1ccccc1NC(=O)c1cc(C(C)C)on1	-3.1%	17%	.	6%	-5%[46.1 µM]	16%[38.3 µM]	-8%
CCOc1cc(C2NC(=O)NC(c3ccccc3)=C2C(C)=O)ccc1OCC(N)=O (stereo unspecified)	-2.3%	3%	-6%	10%	-6%[46.1 µM]	-19%[38.3 µM]	0%
CS(=O)(=O)N(CC(=O)Nc1ccccc1-c1ccccc1)c1cccc(F)c1	1.5%	5%	0%	4%[9.22 µM]	-23%	15%	-1%

Shown in markdown: part of the list above
| mol | Epigenetic reg | CBFb-RUNX1 inh | L3MBTL1 inh | HTT aggregate | NPSR antagonist | IMPase Li inh | Luc counter |
| --- | --- | --- | --- | --- | --- | --- | --- |
| CSc1ccccc1NC(=O)c1cc(C(C)C)on1 | -3.1% | 17% | . | 6% | -5%[46.1 µM] | 16%[38.3 µM] | -8% |
| CCOc1cc(C2NC(=O)NC(c3ccccc3)=C2C(C)=O)ccc1OCC(N)=O (stereo unspecified) | -2.3% | 3% | -6% | 10% | -6%[46.1 µM] | -19%[38.3 µM] | 0% |
| CS(=O)(=O)N(CC(=O)Nc1ccccc1-c1ccccc1)c1cccc(F)c1 | 1.5% | 5% | 0% | 4%[9.22 µM] | -23% | 15% | -1% |
